Assay outcomes deposited in PubChem BioAssay by National Center for Advancing Translational Sciences (NCATS).
SMN2 splice enh = SMN2 splice variant enhancement. HEK293 SMN2-luciferase splicing reporter, luminescence, 30-36 h. Potency, µM (top dose mostly 46.1 µM), inactives show at the top dose activity change, positive = activation, most hits filed as activators. hit rate 2.8% among 210,000; also: % of control where 0% means no effect; nearly all actives have a fitted effect of over 55% in size
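HEK293 cells carry an SMN2 minigene-luciferase reporter in which exon 7 inclusion puts luciferase in frame. Cells were seeded at 2000 cells/well, attached for 10-12 hours, then exposed to compounds for 30-36 hours at 37C before ONE-Glo luminescence.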
Epigenetic reg = derepresses silenced GFP reporter in murine cells; murine LDR cells, GFP reporter derepression, 30 h; Potency, µM (titrated, usually from 53.9 µM), inactives show at the highest dose GFP activation, actives largely listed as activators; hit rate 0.2% among 280,000; AID 1865; also: % of control where 0% means no effect; nearly all actives have a fitted effect of over 60% in size
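Murine LDR cells carrying a silenced, genomically integrated CMV-driven GFP reporter were exposed to compound for 30 hours at 37 C. After PBS washes, GFP-positive cells (20–120 um objects) were counted by laser-scanning microplate cytometry.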
The depositor's hits bear a star; ? = inconclusive; [ ] = dose if it differs, or a comment. Calls follow the shape of the dose curve; as a rule, active = well fitted curve in the direction sought with a large enough effect; inconclusive = small, poorly fitted or top-dose-only effect, or another doubt; inactive = no such curve, though single readings can be large; an effect the other way counts as inactive or inconclusive. Potency is read from the fitted curve at half-maximal effect.

Under each structure – SMN2 splice enh, Epigenetic reg
- O=C(NCCC1=CCCCC1)c1ccc2c(c1)N(Cc1ccccc1F)C(=O)c1ccccc1S2(=O)=O
 : 9%, 0.0%
- COc1ccc(NC(=O)c2csc3c2CCCCC3)cc1
 : 7.9µM*, 0.8%
- Cc1cccc(CCNC(=O)CCc2c(C)nc3c(c(C)nn3-c3ccccc3)c2C)c1
 : 5%, -4.3%
- COc1ccc(CNC(=O)Cn2cccc2C(=O)c2ccccc2C)cc1
 : ?, 0.7%
- Brc1ccc2nc(-c3ccccc3)c(Nc3ccc4c(c3)OCO4)n2c1
 : 9%, -0.9%
- Cc1cc(C)c(C)c(OCC(=O)Nc2ccc(S(=O)(=O)Nc3nc(C)cc(C)n3)cc2)c1
 : -12%, 1.4%
- Cc1ccc(NC(=O)CCc2c(C)nc3ncnn3c2C)cc1Cl
 : -26%, 0.0%
- CCCN1C(=O)c2[nH]nc(-c3cccc(OC)c3)c2C1c1ccccn1 (stereo not drawn)
 : 10%, -1.1%
- CCOc1ccc(NC(=O)NCCN2CCN(c3cccc(C)c3C)CC2)cc1
 : -8%, -3.1%
- CCC(=O)N1CCc2cc(Br)cc(S(=O)(=O)N3CCCC(C(=O)Nc4ccc(CC)cc4)C3)c21 (stereo not drawn)
 : -14%, -1.8%
- Cc1cccc(C)c1NC(=O)Cn1nnc(S(=O)(=O)c2ccccc2)c1N
 : 6%, 2.2%
- O=C(Cn1c(=O)n(Cc2ccc(F)cc2)c(=O)c2sc3ccccc3c21)NCc1ccccc1Cl
 : 4%, 5.3%
- CCOCCCn1c(=N)c(C(=O)NC(C)c2ccccc2)cc2c(=O)n3cc(C)ccc3nc21 (stereo not drawn)
 : -3%, ?
- Cn1nc(-c2ccccc2F)c2cc(C(=O)NCc3ccc(Cl)cc3)sc21
 : 6%, 1.0%
- CCc1ccc(S(=O)(=O)c2c[nH]c3cc(OC)c(OC)cc3c2=O)cc1
 : 8%, 1.8%
- CCN(CC)CCNC(=O)Cn1ncc2c3ccccc3n(Cc3ccccc3C)c2c1=O
 : -8%, 18%
- Cc1ccc(S(=O)(=O)N2CCC(C(=O)Nc3ccc(C)c(Cl)c3)CC2)cc1
 : -12%, 1.2%
- COc1cc(NS(=O)(=O)c2ccc(NC(=O)c3ccc(Cl)cc3Cl)cc2)nc(OC)n1
 : 7%, -1.6%
- COc1ccc(Cl)cc1NC(=O)[C@H]1O[C@@H]2OC(C)(C)O[C@@H]2[C@H]2OC(C)(C)O[C@H]21
 : 14%, 3.5%
- Cc1c2cnn(-c3ccccc3)c(=O)c2c(C)n1CCCC(=O)Nc1ccc(F)cc1F
 : -12%, -6.5%
- CCOc1ccc(NC(=O)CS(=O)(=O)Cc2nc(-c3ccc(C)cc3)oc2C)cc1
 : 2%, 4.4%
- COc1ccc(-n2ncc3c2ncn2nc(Cc4ccccc4)nc32)cc1
 : -10%, -1.0%
- COc1ccc(/C=C\c2onc(C)c2S(=O)(=O)N2CCC(C(=O)Nc3ccc(C)cc3C)CC2)cc1
 : -16%, 0.3%
- COc1ccc(-n2c(-c3ccc(F)cc3)cn3c4c(=O)n(C)c(=O)n(C)c4nc23)cc1
 : 7%, 0.8%
- Cc1ccccc1OCCn1c(=N)n(C(C)C)c2ccccc21
 : -23%, 0.3%
- O=C(c1ccccc1)n1nc(-c2ccco2)nc1NCc1cccs1
 : 5%, -1.0%
- CC(=O)c1cccc(NC(=O)[C@H]2O[C@@H]3OC(C)(C)O[C@@H]3[C@H]3OC(C)(C)O[C@H]32)c1
 : 8%, 0.4%
- COc1ccc(CNC(=O)C2CCN(S(=O)(=O)c3ccc(F)cc3)CC2)cc1
 : 7%, 2.9%
- CCOc1ccc(N(C(=O)c2ccc(Cl)cc2)S(=O)(=O)c2ccc3c(c2)n(C)c(=O)n3C)cc1
 : -2%, -2.6%
- O=C(NCCCCc1ccccc1)c1nn(-c2ccccc2F)nc1CO
 : -25%, 1.3%

Looked up above:
For SMN2 splice enh, CCOc1ccc(N(C(=O)c2ccc(Cl)cc2)S(=O)(=O)c2ccc3c(c2)n(C)c(=O)n3C)cc1 shows -2%
For Epigenetic reg, Cc1cccc(CCNC(=O)CCc2c(C)nc3c(c(C)nn3-c3ccccc3)c2C)c1 shows -4.3%

(listing goes on)
Under each structure – SMN2 splice enh, Epigenetic reg
- Cc1cccc(OCCCCn2c(C3CC(=O)N(c4ccc(C)cc4C)C3)nc3ccccc32)c1 (stereo not drawn)
 : -23%, 4.6%
- Cc1ccccc1NC(=O)c1cc2c(-c3ccccc3)nn(-c3ccccc3)c2s1
 : 23%, 0.8%
- COc1ccc(S(=O)(=O)c2c(Nc3cccc(Cl)c3)sc(C(=O)c3ccccc3)c2N)cc1
 : -25%, 0.0%
- Cc1ccc(C(=O)Oc2cc(-c3ccc4c(c3)OCO4)cc(=O)c3c(C)oc(C)c23)cc1
 : 6%, 0.8%
- Cc1c(NC(=O)Nc2ccccc2C(F)(F)F)c(=O)n(-c2ccccc2)n1C
 : -1%, -0.2%
- O=C(NCCOCCn1c(=O)oc2ccccc21)Nc1ccc(F)cc1F
 : -2%, 1.9%
- CCOc1ccc(N(C)C(CNS(=O)(=O)c2ccccc2)c2ccccc2)cc1 (stereo not drawn)
 : -27%, -2.0%
- Cc1cccc(N2CCN(C(=O)c3ccc4c(c3)CCN4S(=O)(=O)c3ccccc3)CC2)c1C
 : -32%[inhibitor], -1.0%
- Cc1ccc(C)c(Cn2c(=O)n(Cc3ccccc3)c(=O)c3c(C)c(C)sc32)c1
 : -1%, -0.9%
- COc1ccc(NS(=O)(=O)c2ccc3c(c2)oc(=O)n3C)cc1Cl
 : -29%, 1.7%
- Cc1nc2c(-c3ccccc3)c(C)nn2c(C)c1CCC(=O)N1CCN(c2ccc(F)cc2)CC1
 : 11%, -1.1%
- CC1=Nc2cc(C(=O)NCCc3ccccc3)ccc2Sc2c(C)ccc(C)c21
 : -34%[inhibitor], 2.7%
- Cc1ccc2c(c1)-c1c(cnn1CC(=O)Nc1ccccc1C#N)CO2
 : -18%, 1.4%
- CCc1ccc(N(CC)C(=O)c2cn(C)c(=O)c3cc(OC)c(OC)cc23)cc1
 : -2%, 3.8%
- COc1cc(OC)cc(-c2cc3nc(C)c(CCC(=O)NCc4ccc(Cl)cc4)c(C)n3n2)c1
 : -12%, 0.0%
- CCC12CN3CC(CC)(CN(C1)C3c1cc(Br)ccc1OC)C2=O (stereo not drawn)
 : -4%, -0.9%
- COCCNC(=O)c1c[nH]c2ccc(S(=O)(=O)Nc3ccc(F)cc3F)cc2c1=O
 : -4%, -0.8%
- COc1ccc(N2CCN(c3oc(/C=C/c4cccc(OC)c4)nc3C#N)CC2)cc1
 : 6%, ?
- COc1ccccc1N1CCN(C(=O)Cn2ncc3c(=O)oc4ccccc4c32)CC1
 : 5%, -3.7%
- COc1cccc(CNC(=O)c2nnc(Cc3ccc(Cl)cc3)o2)c1
 : 2%, 10.0%
- CN(C(=O)CC(=O)Nc1ccc2nc3n(c(=O)c2c1)CCCCC3)c1ccccc1F
 : -9%, -0.1%
- CCOC(=O)C1=C(CN2CCC(C)CC2)NC(=O)NC1c1ccc(OC(C)C)cc1 (stereo not drawn)
 : -22%, -2.1%
- Cc1cc(C)cc(Nc2cc(C(=O)NC3CCCCC3)c3ccccc3n2)c1
 : -2%, 6.2%
- CCOC(=O)c1c(NC(=O)c2cc3ccccc3c(=O)o2)sc2c1CCC(C(C)(C)C)C2 (stereo not drawn)
 : -4%, -1.0%
- COC(=O)c1ccc(OC)c(Cn2c(=O)n(-c3cccc(Cl)c3)c(=O)c3c2c2cc(C)ccc2n3C)c1
 : -7%, ?
- COc1ccc(-c2noc(CSc3nnc(Cc4ccccc4)n3-c3cccc(C)c3)n2)cc1
 : -29%, -1.9%
- Cc1coc2cc3oc(=O)c(CC(=O)NCCc4ccccc4F)c(C)c3cc12
 : 8%, 7.0%
- Cc1ccc(NC(=O)CCS(=O)(=O)c2cccc3nonc23)cc1Cl
 : 2%, -0.2%
- O=C(COc1ccccc1Cl)N(Cc1cccc(F)c1)C1CCS(=O)(=O)C1 (stereo not drawn)
 : -2%, -1.9%
- CCOC(=O)c1c(C)oc2ncnc(N3CCN(c4cccc(Cl)c4)CC3)c12
 : -2%, 1.6%
- CCCCN(C)CCCNC(=O)CN1C(=O)COc2ccc(S(=O)(=O)N3CCOCC3)cc21
 : 3%, 0.8%
- COc1ccc(-n2c(Cc3ccccc3)nnc2SCc2nc(-c3ccccc3C)no2)cc1
 : -1%, -1.9%
- Cc1cccn2cc(-c3cccc(NC(=O)C(C)C)c3)nc12
 : ?, 0.6%
- CCCC(=O)Nc1cc2nn(-c3ccc(OC)cc3)nc2cc1C
 : 22%, -1.6%
- Cc1ccc(Cl)cc1N1CCN(C(=O)CSc2cc(=O)n(C)c3ccccc23)CC1
 : -17%, 0.5%
- Cc1ccc(Cl)cc1N1CCN(C(=O)C2CCN(Cc3nc(-c4cccc(Cl)c4)oc3C)CC2)CC1
 : -1%, 2.2%
- COc1cc2c(-c3cc(Br)ccc3O)nc3c(c(C)nn3-c3ccccc3)c2cc1OC
 : 5%, 1.6%
- O=C(CC1Oc2ccc(Cl)cc2NC1=O)NCc1ccccc1 (stereo not drawn)
 : 0%, 0.0%
- Cc1ccc(C(=O)Nc2ccc(OCc3cc(=O)n4c5c(sc4n3)CCCC5)cc2)cc1
 : 1%, -0.5%
- COc1ccc(C2CC(=O)c3cc(-c4nc(-c5cccc(Cl)c5)cs4)c(=O)[nH]c3C2)cc1OC (stereo not drawn)
 : 2%, 9.7%
- O=C(Cn1c(=O)n2nc(-c3ccccc3)nc2c2ccccc21)Nc1ccccc1C(F)(F)F
 : -7%, 2.5%
- Cc1ccc2c(c1)NC(=O)C(CC(=O)Nc1cc(Cl)ccc1C)O2 (stereo not drawn)
 : -1%, 1.4%
- CCOc1ccc(N2CC(c3nc4ccccc4n3CCOc3ccc(OC)cc3)CC2=O)cc1 (stereo not drawn)
 : 20%, 1.9%
- CCOc1cccc(CC(=O)N2CCc3c([nH]c4ccc(OC)cc34)C2c2ccc(F)cc2)c1OCC (stereo not drawn)
 : 0%, -3.0%
- CCCOc1ccc(C(=O)NCC(c2ccc(OC)cc2)N2CCCCC2)cc1 (stereo not drawn)
 : -7%, -5.6%
- CC(C)S(=O)(=O)c1oc(-c2cccs2)nc1S(=O)(=O)c1ccc(F)cc1
 : -74%[inhibitor], 14%
- Cc1ccc(NC(=O)CSc2nncn2C)c(C)c1
 : 7%, -0.2%
- CCCCC(=O)NC1(C(F)(F)F)C(=O)Nc2c1c(=O)[nH]c(=O)n2-c1ccc(C)c(C)c1 (stereo not drawn)
 : 5%, -1.0%
- COc1ccc(NC(=O)CCc2nnc3n(C)c(=O)c4sccc4n23)cc1
 : -13%, -1.8%
- COc1ccc(NC(=O)c2c(N)c(C(=O)c3ccc(C)cc3)n3ccccc23)cc1OC
 : 6%, -4.1%
- CC(C)CCN1C(=O)c2ccccc2CC1(C)C(=O)NC1CCCCC1 (stereo not drawn)
 : 15%, 0.0%
- COc1ccc(NC(=O)Cn2c(=O)n(-c3ccc(CC(=O)NCC4CCCO4)cc3)c(=O)c3ccccc32)c(OC)c1 (stereo not drawn)
 : 12%, -1.8%
- O=C(Nc1ccc2oc(-c3ccc4ccccc4c3)nc2c1)c1ccccc1F
 : 5%, ?
- Cc1cccc(NC(=O)C2(C)Cc3ccccc3C(=O)O2)c1 (stereo not drawn)
 : 0%, -1.3%
- O=C1c2[nH]nc(-c3ccccc3O)c2C(c2ccc(Cl)cc2)N1CCc1ccccc1 (stereo not drawn)
 : -30%, 9.3%
- CCOc1ccc(-c2nonc2NC(=O)c2oc3ccc(Br)cc3c2C)cc1
 : -5%, 3.3%
- Cc1cc(NC(=O)C2CCN(S(=O)(=O)c3cccc4nsnc34)CC2)ccc1Br
 : -20%, 4.0%
- CCOC(=O)c1ccc(N2C(=O)c3n[nH]c(-c4ccco4)c3C2c2ccc(O)c(OCC)c2)cc1 (stereo not drawn)
 : -33%[inhibitor], -4.9%
- CCOC(=O)N1CCN(c2ncc3c(n2)CC(c2ccccc2O)CC3=O)CC1 (stereo not drawn)
 : -14%, -0.2%
- O=C(NCCc1ccccc1)c1ccc2c(c1)CCN2S(=O)(=O)c1ccccc1
 : 1%, -2.7%
- Cc1cc(C)c(NC(=O)C2CCN(c3nn4c(=O)cc(C)nc4s3)CC2)c(C)c1
 : 12%, -1.8%
- COCCn1c(CCC(=O)Nc2ccc(OC)c(OC)c2)nc2cccnc21
 : 1%, 1.9%
- CCOC(=O)C1CCCN(C(=O)Cn2ncc3c4ccccc4n(C)c3c2=O)C1 (stereo not drawn)
 : 2%, -4.8%

By substructure: the entries above with a CF3 group.
Under each structure – SMN2 splice enh, Epigenetic reg
- Cc1c(NC(=O)Nc2ccccc2C(F)(F)F)c(=O)n(-c2ccccc2)n1C
 : -1%, -0.2%
- O=C(Cn1c(=O)n2nc(-c3ccccc3)nc2c2ccccc21)Nc1ccccc1C(F)(F)F
 : -7%, 2.5%
- CCCCC(=O)NC1(C(F)(F)F)C(=O)Nc2c1c(=O)[nH]c(=O)n2-c1ccc(C)c(C)c1 (stereo not drawn)
 : 5%, -1.0%

Record cards, as listed above. Screens in order: SMN2 splice enh, Epigenetic reg
Entry for `O=C1c2[nH]nc(-c3ccccc3O)c2C(c2ccc(Cl)cc2)N1CCc1ccccc1` (stereo not drawn) = -30%, 9.3%
Entry for `CCOc1cccc(CC(=O)N2CCc3c([nH]c4ccc(OC)cc34)C2c2ccc(F)cc2)c1OCC` (stereo not drawn) = 0%, -3.0%

Only part of the results is shown. The share of hits here may be higher or lower than overall.
